# RGS4 pot = potentiators or activators of RGS4. HEK293 M3R/inducible RGS4, carbachol calcium flux Fluo4; hits give low values. B-score at 10 µM. hit rate 0.92% among 310,000;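 active means B-score of the integrated calcium signal more than 4 SD below the library mean, with starting fluorescence not abnormally high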;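 further: negative B-score means reduced calcium response which marks RGS4 activation or potentiation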
#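 System – HEK293 FlpIn-TREx cells, stable M3R, doxycycline-inducible RGS4 · Reagent – ECmax carbachol challenge · Times – compound preincubation 20 min at room temperature before agonist · Technique – Fluo4 fluorescence kinetic imaging of calcium · Measure – B score of integrated Fluo4 ratio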
# SKKanGAS inh = inhibitors of SKKanGAS S. pyogenes growth in kanamycin (SK-promoter or general growth effect); BacTiter-Glo, 6 h; inhibition, % at 7.5 µM; hit rate 1.3% among 300,000;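 active means mean replicate score, as percent of positive control median, at least 50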;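 further: strain carries kanamycin resistance gene driven by streptokinase promoter and grows in 40 µg/ml kanamycin; loss of luminescence reflects streptokinase promoter inhibition or plain growth inhibition; 0% = median of DMSO wells and 100% = positive control at its reference dose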
# RGS4 inh = inhibitors of human RGS4; HEK293 M3R/RGS4 inducible, Fluo-4 calcium flux; hits give high values; triggered by carbachol at its EC20; B-score at 10 µM; hit rate 0.45% among 310,000;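 active means B-score, a plate-corrected calcium signal, over three deviations above library mean, with baseline fluorescence within five deviations of library mean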;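 further: RGS4 expression induced by doxycycline in cells with stable M3 receptor; B-score is computed from the integrated fluorescence ratio over baseline after carbachol; higher B-score means a larger calcium signal and so more RGS4 inhibition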
# Target sequence (P49798 whole entry, looked up): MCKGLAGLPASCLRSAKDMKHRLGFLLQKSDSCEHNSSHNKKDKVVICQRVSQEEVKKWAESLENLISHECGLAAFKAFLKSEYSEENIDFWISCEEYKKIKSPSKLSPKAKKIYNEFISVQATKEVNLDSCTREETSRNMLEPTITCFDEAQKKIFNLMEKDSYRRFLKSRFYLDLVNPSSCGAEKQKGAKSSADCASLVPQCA
# MrgX1 antag = antagonists of human MrgX1 receptor | MRGX1-HEK293 calcium flux, Fluo-4, BAM8-22 antagonism; hits give low values | AID 588676 | B-score at 10 µM | Q96LB2 | hit rate 1.3% among 310,000;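 active means calcium-response B-score plate-corrected more than 3 library SD below zero, starting fluorescence within 5 deviations, no agonist response on first addition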;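 further: peak minus trough fluorescence over baseline after final BAM8-22 challenge near maximal dose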
# Target sequence (Q96LB2 whole entry, looked up): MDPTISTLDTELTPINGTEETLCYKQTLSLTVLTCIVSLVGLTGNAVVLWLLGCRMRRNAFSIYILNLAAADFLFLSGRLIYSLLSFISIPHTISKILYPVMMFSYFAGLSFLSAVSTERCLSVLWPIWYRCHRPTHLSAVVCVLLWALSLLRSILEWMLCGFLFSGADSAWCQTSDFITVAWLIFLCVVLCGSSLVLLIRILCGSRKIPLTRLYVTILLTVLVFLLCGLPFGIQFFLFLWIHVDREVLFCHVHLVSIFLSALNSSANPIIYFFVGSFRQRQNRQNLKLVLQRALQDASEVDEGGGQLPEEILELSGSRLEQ
# TRPC6 inh = inhibitors of mouse TRPC6 channel; HEK293-TRPC6, membrane potential dye, ACh-evoked depolarization; hits give low values; hit rate 1.1% among 310,000; AID 2553; B-score at 10 µM; Q61143;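 active means B-score under library mean minus 3 SD, initial fluorescence not abnormally high, positive integrated signal ratio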;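 further: B-score derived from integrated fluorescence ratio over the kinetic read; more negative B-score means stronger inhibition of depolarization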
# ANO1 block = blocks the mouse calcium-activated chloride channel TMEM16A; Q8BHY3; HEK293 TMEM16A/YFP iodide influx fluorescence, ionomycin; normalized B-score (activity score, 25-100; higher = stronger inhibition) at 10 µM; hit rate 1.2% among 310,000;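 active means ratio plate-corrected score three or more library SD toward inhibition, starting fluorescence score within five deviations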;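 further: score derived from kinetic fluorescence span divided by baseline fluorescence per well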
# MrgX1 agonist = human MrgX1 receptor agonism, primary screen; AID 588627; B-score at 10 µM; MrgX1-HEK293 cells, Fluo-4 calcium fluorescence, agonist mode; hits give high values; hit rate 0.44% among 310,000;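 active means calcium response B-score plate-corrected fluorescence ratio at least 3 library SD, with starting fluorescence B-score inside 5 SD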
#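 Assay system: MrgX1-expressing HEK293 cells / Amount: fifteen thousand cells per well / Doses: test compound in the initial addition of three / Timing: cells plated overnight, dye loaded 0.5 h 37 °C, 0.5 h room temperature / Technique: kinetic calcium dye fluorescence, Fluo-4 NW / Control set: positive and negative controls per plate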
# HDAC3 inhib = inhibitors of human histone deacetylase 3. O15379. hit rate 0.15% among 320,000. recombinant HDAC3, fluorogenic peptide/trypsin coupled, fluorescence. AID 2718. inhibition, % at 8.3 µM; in the data active means inhibition above about 26%, passing the limit was not always enough
# Target sequence (O15379 whole entry, looked up): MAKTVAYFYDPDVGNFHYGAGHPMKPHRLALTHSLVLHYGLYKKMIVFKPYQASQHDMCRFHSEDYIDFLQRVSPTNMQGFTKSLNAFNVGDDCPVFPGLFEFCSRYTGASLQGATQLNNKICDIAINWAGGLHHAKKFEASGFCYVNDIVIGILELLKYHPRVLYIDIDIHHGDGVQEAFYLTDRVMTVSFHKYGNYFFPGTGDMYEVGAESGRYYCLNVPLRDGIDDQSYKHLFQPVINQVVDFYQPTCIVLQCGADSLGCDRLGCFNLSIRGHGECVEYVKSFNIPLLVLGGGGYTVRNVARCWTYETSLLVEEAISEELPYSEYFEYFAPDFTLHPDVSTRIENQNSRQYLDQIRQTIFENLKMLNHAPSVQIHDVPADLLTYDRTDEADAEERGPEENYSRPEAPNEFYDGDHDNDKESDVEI
# TRPC6 activator = activates the mouse TRPC6 cation channel | Q61143 | HEK293-TRPC6 membrane potential dye fluorescence; hits give high values | B-score at 10 µM | hit rate 0.13% among 310,000 | AID 2550;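 active means B-score of the integrated fluorescence ratio above library mean plus 3 SD, and starting fluorescence ratio within library mean plus 5 SD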;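 further: higher score means more depolarization so channel activation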
# MrgX1 PAM = allosterically activates human MrgX1 receptor signaling; Q96LB2; MrgX1-HEK293, Fluo-4 calcium flux, FDSS; hits give high values; B-score at 10 µM; hit rate 0.63% among 310,000;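 active means plate-corrected calcium response at least 3 library SD above typical, normal starting fluorescence, not activating the receptor alone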;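 further: compound read alongside a low EC10 to EC30 dose of BAM8-22 agonist; peak minus trough fluorescence over baseline measured at the second addition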
# ANO1 activ = activates or potentiates the mouse TMEM16A chloride channel | HEK293 TMEM16A/YFP-H148Q/I152L, iodide quench fluorescence; hits give low values | hit rate 0.3% among 340,000 | Q8BHY3 | B-score at 10 µM | AID 623877;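 active means fluorescence-ratio B-score plate-corrected deviation score at least 3 library SD below zero, with starting fluorescence score within 5 deviations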;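 further: channel opened by trigger with iodide after compound preincubation; score built on the fluorescence ratio of max minus min over baseline; more negative score means more quench and so TMEM16A activation or potentiation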
# An asterisk follows results filed as active; i = inactive.
SMILES,RGS4 pot,SKKanGAS inh,RGS4 inh,MrgX1 antag,TRPC6 inh,ANO1 block,MrgX1 agonist,HDAC3 inhib,TRPC6 activator,MrgX1 PAM,ANO1 activ
CCOc1ccc(-c2n[nH]c(C)c2-c2ccccc2OC)c(O)c1,i,5.3,i,i,i,i,i,10.3,i,i,i
Cc1cc(Br)cc(Cl)c1OC(=O)c1cnccn1,i,-3.9,i,i,i,i,i,3.0,i,i,i
Cc1ccc(S(=O)(=O)N(C)c2c(C)ccc(S(=O)(=O)Nc3ccncc3)c2C)cc1,i,-6.1,i,i,i,i,i,5.8,i,i,i
Cc1ccc(OCCCn2cc(C#N)c3ccccc32)cc1,i,3.7,i,i,i,i,i,1.4,i,i,i
COc1ccc(OC)c2c(C)cc(N3CCCN(C)CC3)nc12,i,-0.8,i,i,-10.6*,i,i,1.2,i,i,i
CCN1CCN(CCCNC(=O)c2ccc3c(c2)N(Cc2ccc(C)cc2)CCS3)CC1,i,-5.9,i,i,-5.17*,i,i,-59.2,i,i,i
Fc1ccc(C2c3[nH]c4ccccc4c3CCN2Cc2cccn2-c2ncccn2)cc1 (centres undefined),i,3.0,i,i,i,i,i,5.8,i,i,i
CCOc1ccc(Br)cc1S(=O)(=O)Nc1cccnc1,i,0.0,i,i,i,i,i,2.7,i,i,i
COc1cc(OC)c2c(-c3ccccc3)cc(=O)oc2c1C(CCN1CCCCC1)c1ccc(N(C)C)cc1 (centres undefined),i,11.9,i,i,-6.23*,i,i,7.5,i,i,i
C#Cc1ccc([C@H]2C=C(C(=O)N3CCN(Cc4ccc5c(c4)OCO5)CC3)O[C@@H](OCC)[C@@H]2CCCO)cc1,i,7.1,i,i,i,i,i,-5.8,i,i,i
CC(C)=NNc1nc(-c2ccc([N+](=O)[O-])cc2)cs1,i,-3.0,i,i,i,i,i,-0.3,i,i,i
O=C(C1CCC(CNS(=O)(=O)c2cccc3nsnc23)CC1)N1CC=C(c2ccccc2)CC1 (centres undefined),i,14.3,i,i,i,i,i,6.6,i,i,i
CCOc1ccc2c(c1)C(NC(C)=O)C(=O)N2CCN1CCOCC1 (centres undefined),i,5.8,i,-12.1*,i,i,i,5.1,i,i,i
CCCN1C2CCCC1CC(NC(=O)c1ccc(OC)cc1)C2 (centres undefined),i,0.4,i,i,i,i,i,-1.0,i,i,i
c1coc(CNc2nc(-c3ccncc3)cs2)c1,i,-0.5,i,i,i,i,i,7.3,i,i,i
COc1ccc(C(=O)NCC(=O)OCC(=O)N2N=C(c3ccc(Cl)cc3)CC2c2ccco2)cc1OC (centres undefined),i,75.9*,i,i,i,i,i,8.4,i,i,i
Nc1ccccc1OCP(=O)(c1ccccc1)c1ccccc1,i,1.6,i,i,i,i,i,-0.7,i,i,i
CC1(c2ccc(Cl)cc2)NC(=O)N(CC(=O)NC(=O)NCc2ccco2)C1=O (centres undefined),i,-5.9,i,i,i,i,i,4.4,i,i,i
CCCC(=O)N1CCN(c2nnc(-c3ccc(C)cc3)c3ccccc23)CC1,i,6.7,i,i,i,i,i,4.7,i,i,i
CCCC(=O)Nc1sc2c(c1C(=O)OC)C(C(=O)OC)CC2 (centres undefined),i,-3.7,i,i,i,i,i,-9.9,i,i,i
O=C1CN(C(=O)/C=C/c2ccc(Br)cc2)CCN1,i,-0.3,i,i,i,i,i,0.1,i,i,i
CCCCCC(=O)Nc1ccc(C(=O)CN2C(=O)NC3(CCCCCC3)C2=O)cc1,i,2.9,i,i,i,i,i,1.7,i,i,i
CN(CC(=O)NCc1ccccc1)Cc1cccc(F)c1,i,-0.6,i,i,i,i,i,-1.1,i,i,i
CC(=O)c1cccc(NC(=S)NC(=O)c2cncc(Br)c2)c1,i,4.8,i,i,i,i,i,1.6,i,i,i
O=C(NCc1ccc(F)cc1)c1cc(S(=O)(=O)N2CCCCC2)c[nH]1,i,-8.2,i,i,i,i,i,3.7,i,i,i
SMILES,RGS4 pot,SKKanGAS inh,RGS4 inh,MrgX1 antag,TRPC6 inh,ANO1 block,MrgX1 agonist,HDAC3 inhib,TRPC6 activator,MrgX1 PAM,ANO1 activ
Cc1ccc2cc(/C=N/NC(=O)c3ccccc3O)c(Cl)nc2c1,i,-5.1,i,i,i,i,i,5.1,i,i,i
Cc1ccc(S(=O)(=O)NCC(=O)OCC(=O)N2CCc3ccccc32)cc1,i,-3.1,i,i,i,i,i,-1.0,i,i,i
C=CCc1ccc(OCCCCCN2CCOCC2)c(OC)c1,-7.48*,-2.8,i,i,i,i,i,-2.9,i,i,i
N/C(=N\OC(=O)COc1ccccc1)c1ccc(Cl)cc1,i,-4.5,i,i,i,i,i,4.1,i,i,i
CCCN(CCC)CCNC(=O)Cn1cnc2sc(C)c(S(=O)(=O)N3CCOCC3)c2c1=O,i,5.8,i,i,i,i,i,-3.1,i,i,i
COc1cc(CCN2C(=O)c3cccc4cccc(c34)C2=O)c(S(=O)(=O)N2CCCCCC2)cc1OC,i,10.9,i,i,i,i,i,11.4,i,i,i
O=C(N/N=C/c1ccc([N+](=O)[O-])o1)c1ccc(O)cc1,i,27.1,i,i,i,i,i,1.4,i,i,i
S=c1[nH]nc(COc2ccccc2)n1/N=C/C(Cl)=C/c1ccccc1,i,20.2,i,i,i,i,i,5.1,i,i,i
O=C(/C=C/c1ccc(S(=O)(=O)N2CCOCC2)cc1)NC(=S)Nc1ccc(Cl)cc1Cl,i,19.7,i,i,i,i,i,4.1,i,i,i
C1CCC(C23CC4CC(CC(C4)C2)C3)NC1 (centres undefined),i,-3.9,i,i,i,i,i,4.5,i,i,i
Cc1cccc(N2CCN(c3cccc(C)c3)C2c2cccnc2)c1,i,1.6,i,i,i,i,i,7.1,i,i,i
O=C(NC1CCCCC1)C(Cc1ccccc1)N1C(=O)C2C3CCC(C3)C2C1=O (centres undefined),i,0.1,i,i,i,i,i,-0.2,i,i,i
N#Cc1c2n(c(=S)n(-c3ccccc3[N+](=O)[O-])c1=O)CCCCC2,i,-3.2,i,i,i,i,i,3.1,i,i,i
CC(C)(C)NC(=O)Nc1ccc(Cn2cc(C(F)(F)F)ccc2=O)cc1,i,-4.4,i,i,i,i,i,2.0,i,i,i
C=CCSC1=NC(N)=C(C#N)C2(CCCCC2)C1C(N)=O (centres undefined),i,-4.1,i,i,i,i,i,0.9,i,i,i
Cc1ccc(-c2nc(CS(=O)CC(=O)NCc3ccccn3)c(C)o2)cc1 (centres undefined),i,-7.3,i,i,i,i,i,0.8,i,i,i
CCC1(c2ccc(F)cc2)NC(=O)N(CC(=O)N2CCc3ccccc3C2)C1=O (centres undefined),i,-8.3,i,i,i,i,i,-2.1,i,i,i
CC(=O)Nc1ccc2nc(C)n(Cc3ccc(Cl)cc3)c(=O)c2c1,i,-3.4,i,i,i,i,i,0.1,i,i,i
Cc1cccc(N(C(=O)CNC(=O)c2ccco2)C(C(=O)NC2CCCCC2)c2cccnc2)c1 (centres undefined),i,-0.2,i,i,i,i,i,-2.1,i,i,i
O=C1CCC(C(=O)N(Cc2cccs2)C2(C(=O)NC3CCCCC3)CCCCC2)N1 (centres undefined),i,6.6,i,i,i,i,i,-1.0,i,i,i
COc1ccc(CN2C(=O)CS/C2=N/N=C/c2cccs2)cc1,i,13.1,i,i,i,i,i,-1.5,i,i,i
O=C(c1ccco1)N1CCN(C(=O)c2ccc(COc3ccc(F)cc3)o2)CC1,i,6.8,i,i,i,i,i,-0.9,i,i,i
CC1CCN(C(=O)/C(=C\c2ccccc2F)NC(=O)c2ccccc2)CC1,i,0.9,i,i,i,i,i,-1.6,i,i,i
CC1(C)OC(=O)N(c2cccnc2)C1(C)O (centres undefined),i,-2.2,i,i,i,i,i,5.1,i,i,i
CSCCC(NS(=O)(=O)c1ccc(C)c(C(=O)O)c1)C(=O)O (centres undefined),i,-0.3,i,i,i,i,i,0.7,i,i,i
SMILES,RGS4 pot,SKKanGAS inh,RGS4 inh,MrgX1 antag,TRPC6 inh,ANO1 block,MrgX1 agonist,HDAC3 inhib,TRPC6 activator,MrgX1 PAM,ANO1 activ
Cc1ccc(S(=O)(=O)N2CCOCC2)cc1NC(=O)c1cc2c(s1)CCC2,i,-4.2,i,i,i,i,i,6.5,i,i,i
O=C(NCc1ccco1)C1CCN(c2nnc(-n3cccc3)s2)CC1,i,-1.4,i,i,i,i,i,13.5,i,i,i
CCC(C)(C)NC(=O)C1CCCN1C(=O)NC1CCCCC1 (centres undefined),i,2.1,i,i,i,i,i,2.2,i,i,i
Cc1ccc(NS(=O)(=O)c2c(C)[nH]c(C)c2C(=O)N2CCCCC2)cc1C,i,33.7,i,i,i,i,i,4.2,i,i,i
O=C1CC(C(=O)Nc2ccc(F)cc2)S/C(=N\N=C\c2ccco2)N1 (centres undefined),i,1.0,i,i,i,i,i,4.0,i,i,i
CN(C)C=C1C(=O)c2ccccc2C1=O,i,8.2,i,i,i,i,i,6.6,i,i,i
COc1cccc(NC(=O)C/C(C)=N/NC(=O)c2ccccc2Cl)c1,i,3.8,i,i,i,i,i,-3.2,i,i,i
CCOC(=O)c1c(C)oc2cc(Br)c(OC(=O)N3CCOCC3)cc12,i,13.8,i,i,i,i,i,5.6,i,i,i
COCCNC(=O)c1ccccc1NC(=O)Cc1ccccc1,i,-2.3,i,i,i,i,i,15.7,i,i,i
COC(=O)c1sc2ccccc2c1NC(=O)c1ccc(S(=O)(=O)N2CCCCC2C)cc1 (centres undefined),i,-0.6,i,i,i,i,i,-0.4,i,i,i
CCOC(=O)C(OC(=O)c1sc(=S)n(C)c1C)C(C)=O (centres undefined),i,-6.9,i,i,i,i,i,8.8,i,i,i
Cc1ccc(-c2nnc(SCC(=O)OC(C)C)n2N)cc1,i,5.6,i,i,i,i,i,3.6,i,i,i
NNC(=O)c1c(O)c2cccc3c2n(c1=O)CCC3,i,17.5,i,i,i,i,i,0.9,i,i,i
Cc1cccc(CC2CC(=O)N(c3ccc([N+](=O)[O-])cc3)C2=O)c1 (centres undefined),i,-2.2,i,i,i,i,i,-4.2,i,i,i

# Entries listed above shown as hits in MrgX1 antag:
smiles	RGS4 inh	MrgX1 antag	MrgX1 agonist	HDAC3 inhib	TRPC6 activator	ANO1 activ
CCOc1ccc2c(c1)C(NC(C)=O)C(=O)N2CCN1CCOCC1 (centres undefined)	i	-12.1*	i	5.1	i	i

# Screens as filed in PubChem BioAssay.
